SIAH1 antagonists = blockers of Siah-1 interaction with plectin peptide – biochemical, fluorescence polarization, rhodamine-plectin, uHTS, primary screen (AID 1817); Siah-1 / rhodamine-plectin peptide fluorescence polarization; higher % means a stronger effect; one-dose displacement, % at 20 µM; IC50 in µM for titrated hits; hit rate 0.02% among 290,000;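 active = displacement of at least 50% at 20 µM, with a fluorescence ratio check between 0.3 and a set limit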;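 also: plate controls were Siah plus tracer with DMSO for no effect and tracer alone without Siah for full effect; strong numbers were not always called active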
Dengue-2 NS5 capping = Dengue-2 NS5 methyltransferase inhibitors, primary screen, biochemical, confirmation dose response (AID 588689). Dengue-2 NS5 methyltransferase capping enzyme assay, biochemical; higher % means a stronger effect. inhibition, % at 25 µM, or IC50 in µM where a hit was titrated. hit rate 0.3% among 340,000; in the data active = a potency from the dose series; inconclusive = inhibition above about 29% without an active follow-up result
Large T inhibition = TAg ATPase/helicase activity blockers – biochemical (AID 1903); SV40 large T antigen ATPase/helicase inhibition assay; higher % means a stronger effect; one-dose inhibition, % at 20 µM; IC50 in µM for titrated hits; hit rate 0.39% among 310,000; in the data active = a potency from the dose series; inconclusive = inhibition mostly from about 32% at the one dose, without a potency; inactive = the rest, 99 in 100 with inhibition below about 32%; also: strong numbers were not always called active
RSV antiviral HEp-2 = RSV antiviral activity via CPE protection, HEp-2 cells, primary 10 µM value included (AID 2391). hit rate 0.13% among 310,000. HEp-2 cells, RSV-induced CPE inhibition; higher % means a stronger effect. CPE inhibition, % at 10 µM, or IC50 in µM where a hit was titrated; in the data active = a potency from the dose series; inconclusive = CPE inhibition mostly from about 23% at the one dose, without a potency; inactive = the rest, 99 in 100 with CPE inhibition below about 21%; also: strong numbers were not always called active
West Nile virus CPE = West Nile virus antiviral activity, cell-based, CPE readout (AID 1621). West Nile virus-infected cells, CPE inhibition; higher % means a stronger effect. one-dose CPE inhibition, % at 10 µM; IC50 in µM for titrated hits. hit rate 0.02% among 290,000; in the data active = a potency from the dose series; inconclusive = CPE inhibition mostly from about 3.7% at the one dose, without a potency; inactive = the rest, 99 in 100 with CPE inhibition below about 2.2%; also: strong numbers were not always called active
AID2073 = disruptors of CaV2.2 binding to Mint1 – biochemical, HTRF (AID 2073); HTRF protein-protein interaction, Mint1-CaV2.2; higher % means a stronger effect; inhibition, % at 20 µM; hits with a dose series show IC50 in µM; hit rate 0.19% among 290,000; in the data active = inhibition mostly above about 51%, no sharp cut-off; inconclusive = no clear call, values can overlap the other calls; inactive = mostly below about 53%; also: some results filed as inactive read as strong as hits
K1F lysis inhibition = protection from phage-mediated lysis, alamar blue read-out – E. coli UTI89, K1F phage, bacterial capsule biogenesis inhibitors (AID 488966). inhibition, % at 100 µM; hits with a dose series show IC50 in µM. hit rate 0.02% among 340,000. E. coli UTI89 K1F phage lysis, alamar blue, 2 h; higher % means a stronger effect;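 active = phage lysis inhibition, versus mean bacterial control, above a set limit; inconclusive = no clear call, values can overlap the other calls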;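 also: capsule biogenesis inhibitors block K1F phage lysis so surviving cells raise fluorescence; higher fluorescence means more inhibition of phage lysis; actives were called in the ten point dose series up to 300 µM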
NTR1 agonist = NTR1-driven beta-arrestin-GFP spot formation – imaging, U2OS cells, high content, primary screen (AID 493036); hit rate 0.17% among 330,000; activation, % at 20 µM; agonist mode;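 active = activation at or above 40% of the spot to cytoplasm intensity ratio, with at least 20 cells analyzed; inconclusive = wells under 20 cells, flagged as cytotoxic or low count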;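 also: 0% = DMSO without peptide and 100% = 100 nM NTR1 peptide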
Target sequence (P30989 whole entry, looked up): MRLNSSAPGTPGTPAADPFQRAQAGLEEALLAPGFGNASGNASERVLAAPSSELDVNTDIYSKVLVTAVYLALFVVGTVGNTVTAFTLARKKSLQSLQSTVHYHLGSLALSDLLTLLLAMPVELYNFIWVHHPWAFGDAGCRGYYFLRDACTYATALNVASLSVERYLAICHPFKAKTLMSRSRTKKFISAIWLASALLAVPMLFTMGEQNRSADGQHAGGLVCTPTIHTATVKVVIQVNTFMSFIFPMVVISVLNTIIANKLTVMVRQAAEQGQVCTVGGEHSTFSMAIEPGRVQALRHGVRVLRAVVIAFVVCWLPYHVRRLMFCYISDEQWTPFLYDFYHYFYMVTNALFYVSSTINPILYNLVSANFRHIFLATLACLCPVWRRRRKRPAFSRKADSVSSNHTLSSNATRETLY
MgcRacGAP inhibition = MgcRacGAP GTPase-activating activity inhibitors, confirmation, biochemical, ADP Hunter fluorescence; MgcRacGAP-stimulated Rac1 GTP hydrolysis, ADP Hunter fluorescence; higher % means a stronger effect; GST-tagged Rac1 F28L mutant substrate; inhibition, % at 30 µM; hits with a dose series show IC50 in µM; hit rate 0.6% among 340,000;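 active = first-screen hits whose inhibition reached a set limit at any dose in the follow-up dose series; inconclusive = inhibition above the set first-screen limit but never retested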;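 also: fluorescence reports GDP produced by GAP-driven GTP hydrolysis; strong numbers were not always called active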
NTR1 agonist cell count 20 µM = second read-out of NTR1 agonist, no call of its own (marks repeat the call); cell count; measured here: cell count, cytotoxicity flag
Dengue-2 NS5 capping pilot replicate = second read-out of Dengue-2 NS5 capping, no call of its own (marks repeat the call); inhibition, %; measured here: pilot screen replicate inhibition
* marks the source's active call; other numbers are inactive results; i = inactive; ? = inconclusive; · = not tested or not shown; [ ] = another dose, or the depositor's remark.

SMILES	SIAH1 antagonists	Dengue-2 NS5 capping	Large T inhibition	RSV antiviral HEp-2	West Nile virus CPE	AID2073	K1F lysis inhibition	NTR1 agonist	NTR1 agonist cell count 20 µM	MgcRacGAP inhibition	others
CCn1cc(C(=O)O)c(=O)c2cc(F)c(N3CCN(C(=S)NC(=O)c4ccc(Br)cc4)CC3)cc21	23%	·	10%	17%	-1.0%	37%	·	0.9	50	·
CCO/N=C/C1=C(O)C(C(=O)OC)C(C)(C)CC1=O (stereo not drawn)	-2%	0%	-1%	2.2%	-0.3%	-5%	0.3%	0.7	56	4%
CCCc1ccc2oc(C(=O)N3CCNC(=O)C3CC(=O)OC)c(C)c2c1 (stereo not drawn)	8%	-3%	11%	?	-1.1%	2%	-0.1%	-0.7	57	5%
COc1ccc(Br)c(/C=N/NC(=O)COc2ccc(-c3ccccc3)cc2)c1	1%	5%	25%	2.3%	0.0%	1%	i	3.2	59	10%
O=C(CC1OC(=O)c2ccccc21)Nc1cc(Cl)ccc1N1CCCC1 (stereo not drawn)	·	-7%	16%	0.2%	·	·	0.4%[50 µM]	-0.6	67	8%
O=C(NC1CCCc2ccccc21)C1CCN(S(=O)(=O)c2ccccc2F)CC1 (stereo not drawn)	-8%	0%	22%	2.9%	-0.9%	-2%	2.5%	2.2	42	11%
COCCn1c(N)c(NCc2ccccc2)c(=O)[nH]c1=O	-2%	27%	12%	0.4%	-0.1%	-3%	1.0%	-0.4	94	-7%
CC(C)C(=O)Nc1cccc(NC(=S)NC(=O)c2ccc(Cl)cc2)c1	-3%	-4%	4%	6.0%	-0.3%	-25%	0.0%	1.2	85	9%
O=c1[nH]nc(Cc2ccc3ccccc3n2)c2ccccc12	2%	3%	-3%	1.8%	-0.3%	-4%	2.6%	0.0	46	13%
CCN(CC)CCn1c(N)c(S(=O)(=O)c2ccccc2)c2nc3ccccc3nc21	2%	10%	10%	-0.1%	0.7%	8%	0.3%	1.2	55	11%
Cn1nc(C(=O)NCC(=O)Nc2ccc(F)c(F)c2F)c2ccccc2c1=O	·	1%	·	0.9%	·	·	1.1%[50 µM]	-1.0	59	3%
COC(=O)CNC(=O)C(C)(C)Oc1ccc(Cl)cc1	-2%	0%	0%	0.1%	-0.4%	8%	-6.6%	-5.8	74	3%
COC(=O)c1cc2c(ccn2-c2ccc(F)cc2)n1CC(=O)N1CCN(C(=O)c2ccco2)CC1	2%	-2%	15%	10%	0.7%	8%	0.1%	3.8	52	1%
CC(=O)N1CCN(c2ccc(NC(=O)/C=C/c3ccccc3)cc2)CC1	0%	-10%	2%	1.9%	-0.7%	-9%	0.0%	1.4	86	10%
O=C(CC(c1ccccc1)c1ccco1)Nc1nccs1 (stereo not drawn)	-5%	3%	15%	-0.1%	-0.1%	1%	-1.1%[50 µM]	-1.0	72	-11%
CC(C)[C@H]1COCCS(=O)(=O)N1Cc1ccc(Cl)cc1	4%	-1%	19%	0.1%	-0.7%	18%	0.8%	0.7	99	7%
CCOC(=O)C1=C(C)NC(=O)NC1c1ccc(OCC(=O)N2CCCCC2)cc1 (stereo not drawn)	5%	-1%	-4%	1.1%	0.1%	5%	0.5%	0.8	42	14%
CCCCOc1ccc(C2C(C(=O)c3cccs3)=C(O)C(=O)N2CCN2CCOCC2)cc1 (stereo not drawn)	2%	5%	7%	2.3%	0.7%	5%	0.3%	-0.2	52	10%
Cc1cccc2cc(COC(=O)C3CCCO3)c(=O)[nH]c12 (stereo not drawn)	1%	-8%	15%	9.3%	-0.1%	-4%	0.6%	0.2	55	8%
CCCCNc1nc2ccccc2[nH]1	-2%	-6%	3%	4.3%	0.0%	1%	0.2%	0.2	43	-8%
O=C(Nc1ccc(S(=O)(=O)N2CCCCC2)cc1)C1CCCN(C(=O)c2ccc(Cl)cc2)C1 (stereo not drawn)	-4%	-5%	10%	11%	-1.8%	2%	-11%	1.4	53	-1%
CCN(C(=O)CCS(=O)(=O)c1cccc2nsnc12)c1cccc(C)c1	2%	-1%	2%	5.7%	-0.7%	-4%	0.6%	-0.6	33	-3%
NC(N)=N/N=C/c1ccc2cccc(OCc3ccccc3)c2n1	7%	10%	13%	22%	1.0%	25%	4.3%	5.9	56	7%
COc1ccccc1N(CC(=O)N/N=C/c1c(O)ccc2ccccc12)S(C)(=O)=O	1%	0%	12%	16%	-1.3%	-11%	-3.2%	2.7	49	13%
O=C(NCCCN1CCCC1=O)C(=O)Nc1cccc(F)c1	·	-1%	5%	-0.4%	·	·	0.8%[50 µM]	-0.4	55	1%
CCCNS(=O)(=O)c1ccc(OCC(=O)NCc2ccc3c(c2)OCO3)cc1	0%	-7%	12%	2.8%	-0.5%	-3%	0.5%	-0.2	83	6%
COc1ccc(C(=O)N/C(=C\c2ccco2)C(=O)NCc2ccco2)cc1	0%	-10%	22%	1.9%	-0.3%	-8%	0.2%	-0.8	52	8%
CCOc1ccc(C(=O)NCc2ccccn2)cc1	1%	0%	18%	1.0%	-0.2%	-10%	0.3%	0.1	63	2%
Fc1cccc(Cl)c1CSc1ncn[nH]1	4%	-1%	14%	0.8%	0.0%	-5%	-0.2%	2.2	86	-3%
Cc1ccc(S(=O)(=O)N(C)c2nc3ccccc3n3c(C(C)C)nnc23)cc1	10%	-31%	10%	2.2%	-0.2%	-17%	0.1%	-1.9	48	7%
COCCN1C(=O)N[C@@H](c2ccc(Br)cc2)C(C(=O)OC)=C1C	-2%	·	11%	11%	·	-1%	·	0.6	82	·
CN(C)CCCNC(=O)c1ccc(Cl)c(S(=O)(=O)N(C)c2ccccc2)c1	-8%	1%	-4%	-0.3%	0.2%	-4%	0.5%	-3.6	91	6%	Dengue-2 NS5 capping pilot replicate=6.7
CCc1nn2cc(C(=O)c3cc(Cl)ccc3O)cnc2c1-c1ccc(F)cc1	3%	1%	2%	16%	-0.7%	25%	1.8%[50 µM]	4.4	72	7%
CC(C)(CO)NS(=O)(=O)c1ccc2c(c1)C(=O)c1cc(S(=O)(=O)NC(C)(C)CO)ccc1-2	0%	4%	9%	0.0%	0.5%	10%	0.3%	1.3	58	-4%
O=C(CCN1CCCCCC1)Nc1ccc2c(c1)OCCO2	7%	-12%	5%	-1.8%	0.1%	-3%	-0.3%	0.3	61	338µM*
COc1cc(CC(=O)Nc2sc3c(c2C(N)=O)CCCC3)cc(OC)c1OC	6%	-10%	25%	?	-0.2%	-2%	-0.1%	4.2	63	2%
Cc1ccc(NC(=O)Cn2c(=O)cnc3ccccc32)cc1S(=O)(=O)N1CCOCC1	·	-12%	·	0.8%	·	·	0.2%[50 µM]	-1.5	61	-9%
C=CCn1c(SCC(=O)NC(=O)c2cccc([N+](=O)[O-])c2)nnc1-c1ccccc1F	-2%	0%	7%	1.2%	-0.5%	-12%	3.4%	-0.1	44	2%
O=C(O)Cc1sc(NCCc2ccccc2)nc1-c1ccc(F)cc1	-2%	-23%	6%	0.3%	0.0%	0%	-0.5%	1.4	60	12%
CCC(=O)N1c2ccccc2-c2nnc(SC)nc2OC1c1ccc(OC)c(OC)c1 (stereo not drawn)	5%	-4%	1%	0.3%	-0.5%	-1%	-0.2%	4.9	48	8%
Oc1ccc(N=Nc2n[nH]c(-c3ccc(Cl)cc3)n2)cc1	0%	1%	22%	14%	1.5%	-4%	0.7%[50 µM]	-1.2	50	20%
O=S(=O)(NCC(c1ccco1)N1CCCCC1)c1ccccc1C(F)(F)F (stereo not drawn)	·	-6%	·	-0.1%	·	·	0.6%[50 µM]	8.6	57	1%
CCOC(=O)c1cn2nc(Oc3ccc(C)cc3)ccc2n1	-2%	·	13%	1.0%	0.2%	-3%	·	0.7	49	·
O=C(Cn1cc(C(F)(F)F)cc(Cl)c1=O)NCC1COc2ccccc2O1 (stereo not drawn)	·	2%	·	1.0%	·	·	0.1%[50 µM]	0.0	62	5%
CC(=O)OC1=C(C#N)Cn2ccc3cccc1c32	2%	·	0%	1.7%	0.0%	19%	·	-1.4	59	·
COc1ccccc1NC(=O)C1C2C=CC(C2)C1C(=O)NCc1cccnc1 (stereo not drawn)	4%	0%	12%	1.4%	0.0%	12%	-0.1%	0.5	46	7%
Cc1[nH]c(-c2ccc(F)cc2)cc1C(=O)N1CCN(c2ccccc2F)CC1	-1%	7%	3%	?	-1.1%	5%	-1.5%[50 µM]	6.0	96	12%
CCc1nnc2n1N=C(c1ccc(-c3cc(Cl)ccc3Cl)o1)CS2	2%	3%	7%	11%	-1.2%	35%	0.6%	1.5	79	8%
Cc1cc(-n2c(C)c3c(C)nnc(C)c3c2C)ccc1N	-4%	·	19%	8.8%	0.5%	-1%	·	-0.3	53	·
COCCn1c(-c2ccc(C)cc2)nc2oc3cc(OC)ccc3c(=O)c2c1=O	-2%	2%	4%	1.2%	-0.1%	16%	-2.8%	-0.7	51	-1%
CNC(=O)COC(=O)c1ccccc1NC(=O)c1ccco1	0%	-1%	7%	0.7%	0.0%	-4%	-0.1%[50 µM]	1.8	60	8%
O=C(O)c1nn(CCOc2c(Cl)cccc2Cl)c(=O)c2ccccc12	2%	-10%	4%	64%	-0.4%	11%	-0.3%	3.9	35	2%
Fc1ccc(C2CC(c3ccc(F)cc3)n3ncnc3N2)cc1 (stereo not drawn)	-1%	1%	3%	0.1%	0.9%	0%	0.1%	3.0	72	6%
CCCN1C(=O)/C(=c2\s/c(=C3\C=Cc4ccccc4N3CC)c(=O)n2-c2ccccc2)SC1=S	-2%	·	17%	-0.6%	0.0%	-21%	·	0.9	87	·
COc1ccc(/C=C(\NC(=O)c2ccccc2)C(=O)N/N=C/c2sccc2C)cc1	0%	-1%	4%	4.1%	-0.4%	24%	1.1%[50 µM]	1.7	65	8%
COC(=O)N(C)c1ccccc1C(=O)N1CCOCC1	1%	4%	0%	-0.6%	0.7%	-2%	-0.1%	4.6	97	2%
CC(C)(C)NC(=O)C(=O)NN=C1CCCCCCCCCCC1	-2%	-5%	-1%	2.4%	0.1%	2%	-0.4%	0.1	34	7%

High-throughput results deposited in PubChem BioAssay by several laboratories.
